# Runt-CBFb FRET – inhibitors of human RUNX1 Runt domain binding to CBFb; 220,000 tested, 0.46% active; Q01196+Q13951; Cerulean-Runt/Venus-CBFb FRET ratio 530/480, 1 h; AID 1496; inhibition, % at 20 µM;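 active means inhibition over about 50% at 20 µM in the single-dose screen, limit read from the data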;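 further: 0% = DMSO wells and 100% = excess unlabeled CBFb competitor control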
#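 Assay system: Cerulean-tagged RUNX1 Runt domain (FRET donor) fusion protein / Amount: 100 nM each of Venus-CBFb and Cerulean-Runt domain / Medium: Tris buffer pH 7.5 with salts and BSA / Also added: Venus-CBFb 100 nM / Schedule: 1 h complex formation plus 1 h compound treatment, room temperature / Signal: FRET fluorescence / Read-out: loss of energy transfer signal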
# Tb hexokinase – blocks Trypanosoma brucei hexokinase 1 activity. recombinant TbHK1, G6PDH-coupled NADH A340. inhibition, % at 10 µM. 220,000 tested, 0.11% active;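 active means inhibition of 50% or more in the single-dose primary screen; inactive means inhibition below 50%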
# 14-3-3 Bad PPI – disrupts binding of bovine 14-3-3 zeta to phospho-Bad peptide; P63103; TR-FRET 14-3-3zeta/Dy647-pBad peptide displacement, 1 h; inhibition, % at 21.7 µM; 220,000 tested, 0.71% active; AID 781;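 active means inhibition above about 70%, limit read from the data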;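 further: 0% = full 14-3-3 plus peptide FRET controls and 100% = background without 14-3-3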
# Target sequence (P63103 whole entry, looked up): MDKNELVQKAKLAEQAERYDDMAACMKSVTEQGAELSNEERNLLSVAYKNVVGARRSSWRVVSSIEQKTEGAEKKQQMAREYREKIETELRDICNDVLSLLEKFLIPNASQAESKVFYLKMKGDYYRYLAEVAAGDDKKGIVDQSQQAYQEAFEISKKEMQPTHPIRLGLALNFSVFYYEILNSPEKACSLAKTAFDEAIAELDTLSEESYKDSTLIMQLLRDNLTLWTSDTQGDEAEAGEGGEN
# Hck Nef HTS – human Hck-Nef kinase inhibition; AID 463187; inhibition, % at 20 µM; 220,000 tested, 0.68% active; Recombinant Hck-YEEI plus Nef, Z-Lyte FRET kinase assay;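 active means Hck-Nef kinase inhibition above about 50%, limit read from the data; inactive means inhibition below that limit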;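 further: 0% = DMSO with Hck plus Nef and 100% = Hck alone without Nef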
# NCF1 inh – inhibitors of human p47phox binding | inhibition, % at 24.7 µM | 220,000 tested, 0.53% active | AID 1274 | p47phox/p22phox peptide binding, fluorescence polarization, 2 h;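 active means inhibition above about 30%, limit read from the data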;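 further: 0% = p47phox with labelled peptide and 100% = labelled peptide alone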
# Target sequence (P14598 whole entry, looked up): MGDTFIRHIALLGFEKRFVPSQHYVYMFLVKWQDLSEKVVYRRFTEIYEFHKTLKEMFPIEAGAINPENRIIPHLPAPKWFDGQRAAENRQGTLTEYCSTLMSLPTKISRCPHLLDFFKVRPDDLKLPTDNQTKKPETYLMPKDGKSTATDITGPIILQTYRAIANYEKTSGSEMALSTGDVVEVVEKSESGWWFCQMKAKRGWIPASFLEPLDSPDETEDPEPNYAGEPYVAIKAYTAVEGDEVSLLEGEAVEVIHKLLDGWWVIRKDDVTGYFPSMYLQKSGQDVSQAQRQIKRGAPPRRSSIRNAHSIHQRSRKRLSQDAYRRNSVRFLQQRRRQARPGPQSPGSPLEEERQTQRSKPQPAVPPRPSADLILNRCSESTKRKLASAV
# MDM2 E3 inh – inhibitors of human Mdm2 E3 ubiquitin ligase. Q00987. cell-based MDM2 ubiquitination luciferase reporter, 2 h; 0 = plate control, 100 = twice control, blank-subtracted. signal enhancement, % at 5 µM. 210,000 tested, 0.11% active;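 active means signal enhancement of 30% or more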;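 further: luminescence tracks abundance of the self-degrading MDM2-luciferase fusion protein; higher signal means inhibition of MDM2 E3 ligase activity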
#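 system = mammalian cells stably expressing self-ubiquitinating, self-degrading MDM2 E3–luciferase fusion | quantity = 2000 cells per well seeded | incubation = 4 h cell settling then 2 h compound exposure, 37 °C | signal = SteadyLite luminescence, 15 min reagent step | benchmarks = plate control and blank wells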
# zVAD death inh – blocks zVAD induced death of L929 cells | L929 zVAD necroptosis rescue, ATP luminescence, 24 h; with zVAD 60 µM | viability rescue, % at 10 µM | AID 1377 | 220,000 tested, 0.38% active;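 active means activation, scaled between plate controls, above about 75%, limit read from the data; inactive means activation under that limit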;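 further: 0% = zVAD with DMSO and 100% = DMSO alone without zVAD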
# Runt-SMMHC FRET – inhibitors of human RUNX1 Runt domain binding to CBFb-SMMHC; 220,000 tested, 0.74% active; inhibition, % at 20 µM; Q01196+Q13951; Cerulean-Runt/Venus-CBFb-SMMHC FRET ratio 530/480, 1 h;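 active means mean inhibition across duplicate retests at 20 µM reaching about 50%, limit read from the data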;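 further: 0% = DMSO wells and 100% = wells with excess untagged CBFb-SMMHC; inhibitors lower the FRET ratio by blocking Runt binding to CBFb-SMMHC; some results filed as inactive read as strong as hits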
# EBV gp42 block – EBV gp42 inhibition; Q1HVG2; Fluorescence polarization binding assay, mP read-out; inhibition, % (tested at 21.74 µM); 220,000 tested, 0.42% active; AID 1085; in the data active means inhibition above about 50%
# Target sequence (Q1HVG2 whole entry, looked up): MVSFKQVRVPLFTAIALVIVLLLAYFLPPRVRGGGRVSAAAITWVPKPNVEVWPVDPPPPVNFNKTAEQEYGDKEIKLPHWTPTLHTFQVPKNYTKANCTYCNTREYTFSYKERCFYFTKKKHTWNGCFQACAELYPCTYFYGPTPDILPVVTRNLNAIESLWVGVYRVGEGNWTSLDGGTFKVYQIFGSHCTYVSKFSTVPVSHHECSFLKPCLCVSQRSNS
# Starred values were filed as active, the others as inactive; x = no result given; [ ] = another dose, or the depositor's remark.
(1) Cc1ccc(C2c3c(oc4cc(C)c(C)cc4c3=O)C(=O)N2CCCN2CCOCC2)cc1 (stereo not given)
(2) NC(=O)c1sc2nc3c(c(-c4cccs4)c2c1N)CCCCC3
(3) CC12CCC(C(=O)Nc3c(Cl)cccc3Cl)(C(Br)C1=O)C2(C)C (stereo not given)
(4) S=C(NCCc1ccccc1)N/N=C/C1CCCCC1
(5) CCOc1cc(S(=O)(=O)NCc2ccccn2)ccc1Cl
(6) Cc1sc(NC(=O)/C=C/c2ccc(C(C)C)cc2)c(C#N)c1C
(7) CCNc1nc(NC(C)C)nc(OCCOC(=O)c2ccccc2)n1
(8) N#CCOC(=O)c1sccc1-n1cccc1
(9) COc1ccc(C2CC(c3cccs3)=NN2C(=O)CSC2=NN3CCCC(=O)N=C3S2)cc1 (stereo not given)
(10) CC(C)(C)CC(=O)Nc1cccc(-c2cn3cccnc3n2)c1

Compound | 1 | 2 | 3 | 4 | 5 | 6 | 7 | 8 | 9 | 10
Runt-CBFb FRET | -1 | 1 | -3 | -1 | -1 | -9 | 1 | x | -1 | 1
Tb hexokinase | -10 | 1 | -2 | 0 | 4 | -5 | 2 | -6 | -28 | -11
14-3-3 Bad PPI | x | -4 | 8[fluorescence artefact?] | -6 | -2[fluorescence artefact?] | -5 | -3[fluorescence artefact?] | -3 | 8 | 6
Hck Nef HTS | 0 | 1 | 5 | 0 | 6 | 4 | 7 | 1 | 0 | -5
NCF1 inh | x | -9 | -8 | 1 | -2 | -28 | -14 | -7 | -34 | -12
MDM2 E3 inh | x | -24 | -3 | -4 | 4 | -16 | 2 | -10 | -2 | -9
zVAD death inh | -0.7 | 0.2 | 0.1 | 1.8 | -0.8 | -0.1 | -0.6 | 0.0 | -0.5 | 6.6
Runt-SMMHC FRET | 2 | -1 | -7 | 0 | 2 | -19 | 5 | 2 | 0 | 2
EBV gp42 block | x | -2 | -11 | 13 | -6 | -9 | -14 | -16 | -5 | -9

# Overlap with the part before: 4 entries; new compounds follow.
(7) CCNc1nc(NC(C)C)nc(OCCOC(=O)c2ccccc2)n1
(8) N#CCOC(=O)c1sccc1-n1cccc1
(9) COc1ccc(C2CC(c3cccs3)=NN2C(=O)CSC2=NN3CCCC(=O)N=C3S2)cc1 (stereo not given)
(10) CC(C)(C)CC(=O)Nc1cccc(-c2cn3cccnc3n2)c1
(11) CCOC(=O)c1ccccc1NC(=O)C1CC(=O)N(c2ccccc2)C1 (stereo not given)
(12) Cc1cccc(NC(=O)COn2nnc3ccc(S(C)(=O)=O)cc32)c1
(13) CCOc1ccccc1N1CCN(C(=O)Nc2cccc(Cl)c2)CC1
(14) O=C(Nc1ccc(F)cc1)N1CCN(CCc2ccccc2)CC1
(15) COCCOC(=O)c1c(C)oc2ccc(OS(C)(=O)=O)cc12
(16) C=CCSc1nc2ccccc2c(=O)[nH]1
(17) O=C(N/C=C\c1ccccc1)NCc1ccc(Cl)cc1Cl
(18) CC(Nc1nc(N2CCN(S(C)(=O)=O)CC2)nc2ccccc12)c1ccccc1 (stereo not given)
(19) CC(C)(C)OC(=O)N1CC2Cc3[nH]c(=O)ccc3C(C2)C1 (stereo not given)
(20) Cn1c(=NC(=O)C2CC2)sc2cccc(F)c21

Compound | 7 | 8 | 9 | 10 | 11 | 12 | 13 | 14 | 15 | 16 | 17 | 18 | 19 | 20
Runt-CBFb FRET | 1 | x | -1 | 1 | 0 | 1 | -1 | 1 | 0 | -1 | -1 | -1 | 0 | 1
Tb hexokinase | 2 | -6 | -28 | -11 | 2 | -5 | -3 | -5 | -2 | 7 | -2 | -7 | 3 | -9
14-3-3 Bad PPI | -3[fluorescence artefact?] | -3 | 8 | 6 | 10 | -5 | -11 | -2 | -15 | -8 | -18[fluorescence artefact?] | -7 | 3[fluorescence artefact?] | 15
Hck Nef HTS | 7 | 1 | 0 | -5 | 15 | 25 | 2 | -4 | 19 | 4 | 1 | -8 | 8 | 1
NCF1 inh | -14 | -7 | -34 | -12 | 6 | -2 | 2 | -3 | 0 | 10 | 4 | 5 | -1 | -9
MDM2 E3 inh | 2 | -10 | -2 | -9 | -9 | -13 | -6 | -15 | 1 | -12 | -12 | -6 | -6 | -13
zVAD death inh | -0.6 | 0.0 | -0.5 | 6.6 | 1.2 | 0.5 | 1.0 | -0.8 | 1.5 | 0.7 | 0.0 | 0.1 | 0.8 | 0.1
Runt-SMMHC FRET | 5 | 2 | 0 | 2 | -7 | -1 | 0 | -21 | 2 | -3 | 6 | 0 | -2 | 1
EBV gp42 block | -14 | -16 | -5 | -9 | -10 | -7 | 1 | -20 | -4 | -4 | 3 | -6 | -17 | -23

(21) O=C(Nc1nccs1)c1sc2cc(Cl)ccc2c1Cl
(22) Cc1cc(S(=O)(=O)N(Cc2ccc3c(c2)OCO3)CC2CCCO2)ccc1-n1cnnn1 (stereo not given)
(23) O=C1CCC/C(=N\NC(=O)NC2CCCCC2)C1
(24) CCN(CC)C(=O)C1CCCN(Cc2ccc(F)c(F)c2)C1 (stereo not given)
(25) O=C(c1ccc(F)cc1)c1cc2ccccc2o1
(26) Cc1cc(C)n(-c2nnc(C)n2/N=C/c2ccccc2F)n1
(27) COC(=O)c1cccc(NC(=O)Nc2ccc(Cl)c(Cl)c2)c1
(28) COc1ccccc1C1CC(c2ccc(F)cc2)Nc2ncnn21 (stereo not given)
(29) Cn1c(=O)cc(SCC(=O)NCc2ccc(F)cc2)c2ccccc21
(30) CCc1cc2c(NCC3CCCO3)ncnc2s1 (stereo not given)

Compound | 21 | 22 | 23 | 24 | 25 | 26 | 27 | 28 | 29 | 30
Runt-CBFb FRET | 3 | 0 | 1 | -1 | 1 | -1 | 0 | 1 | -4 | -2
Tb hexokinase | -14 | -5 | -2 | 0 | -3 | -5 | 3 | 3 | -8 | 1
14-3-3 Bad PPI | -14 | 13 | -9 | 12 | 5 | -15 | 3 | 17 | 4 | 65
Hck Nef HTS | 3 | 5 | 10 | 0 | 0 | -1 | 0 | 2 | 5 | 0
NCF1 inh | -2 | -7 | -11 | 2 | -15 | -7 | 3 | -10 | 2 | -20
MDM2 E3 inh | -17 | -9 | x | -3 | -20 | -8 | -3 | -12 | 1 | -15
zVAD death inh | 0.0 | -0.1 | -0.5 | 0.8 | -0.2 | 0.8 | 1.6 | -0.4 | 2.1 | -0.4
Runt-SMMHC FRET | 4 | 2 | 2 | -6 | 2 | -1 | 0 | 2 | 1 | 0
EBV gp42 block | -12 | -4 | -5 | -7 | 5 | 0 | 14 | -8 | 4 | 0

(31) O=C(N/N=C/C=C\c1ccccc1[N+](=O)[O-])c1ccccn1
(32) Cc1cccc(-n2ccnc2SCC(=O)Nc2ccc3c(c2)OCCO3)c1
(33) COc1ccc(N2CCN(C(c3ccccc3)c3sc4nc(C)nn4c3O)CC2)cc1 (stereo not given)
(34) O=C(CSc1nnc(-c2ccccc2)n1Cc1ccco1)Nc1ccc2c(c1)OCCO2
(35) CCn1c(N)c(C(=O)N2CCOCC2)sc1=S
(36) COC(=O)[C@H]1C[C@@H]1[C@H](NC(=O)c1ccccc1)c1ccccc1
(37) CCn1cc(C(=O)O)c(=O)c2cnc(N3CCN(C(=S)Nc4ccc(F)cc4)CC3)nc21
(38) Cc1cc(=O)oc2cc(OCCSCCN3CCOCC3)ccc12
(39) Cc1cnc(C(=O)N2CCCC(C(=O)c3cccc(OC(C)C)c3)C2)cn1 (stereo not given)
(40) Cn1ncc2c(O/N=C(\N)c3ccc(C(C)(C)C)cc3)ncnc21

Compound | 31 | 32 | 33 | 34 | 35 | 36 | 37 | 38 | 39 | 40
Runt-CBFb FRET | 4 | 1 | 3 | 24 | 43 | 0 | 2 | -2 | 0 | -1
Tb hexokinase | -34 | -9 | -10 | -2 | -35 | -1 | -7 | -25 | -1 | -10
14-3-3 Bad PPI | 12 | 2 | 3 | 8[fluorescence artefact?] | -3[fluorescence artefact?] | -7 | -3 | x | -13 | 5
Hck Nef HTS | 1 | -1 | 20 | 0 | -1 | -6 | -12 | 3 | 17 | 31
NCF1 inh | -4 | -16 | -10 | -8 | -8 | -6 | -3 | x | 2 | -15
MDM2 E3 inh | -9 | 0 | -2 | 6 | 0 | x | -17 | -12 | 4 | -33
zVAD death inh | 0.1 | 0.8 | -0.7 | -0.6 | -1.3 | 0.0 | -0.5 | 1.7 | -0.1 | -3.9
Runt-SMMHC FRET | 10 | 4 | -2 | 163 | 27 | -3 | 4 | 1 | 3 | -1
EBV gp42 block | -7 | -9 | -4 | -4 | -5 | -22 | -3 | x | -14 | -8

# Whole records, looked up by structure. Order of screens: Runt-CBFb FRET	Tb hexokinase	14-3-3 Bad PPI	Hck Nef HTS	NCF1 inh	MDM2 E3 inh	zVAD death inh	Runt-SMMHC FRET	EBV gp42 block
# CCn1c(N)c(C(=O)N2CCOCC2)sc1=S is entered as 43	-35	-3[fluorescence artefact?]	-1	-8	0	-1.3	27	-5
# COC(=O)[C@H]1C[C@@H]1[C@H](NC(=O)c1ccccc1)c1ccccc1 is entered as 0	-1	-7	-6	-6	x	0.0	-3	-22

# (list continues)
(41) C=CCOC(=O)C1=C[C@@H](c2ccc3c(c2)OCO3)C[C@@H](OCc2ccc(CO)cc2)O1
(42) COCCn1nnnc1CN1C2CCCC1CC(NC(C)=O)C2 (stereo not given)
(43) Cc1cc(C(=O)COC(=O)C2=NNC(=O)CC2)c(C)n1CCc1ccccc1
(44) COc1ccc(CNCCNC(=O)c2cccs2)cc1OC
(45) O=c1oc2ccccc2n1CSC1=NCCS1
(46) CN1CCN(C(=O)N2c3ccccc3C=Cc3ccccc32)CC1
(47) CCCOC(=O)C1=C(C)NC(=O)NC1c1ccc(Br)s1 (stereo not given)
(48) CN(C[C@H](Cc1ccccc1)N(C[C@H](Cc1ccccc1)N(CCC(C)(C)C)N=O)N=O)N=O
(49) Cc1occc1C(=O)NNC(=O)Nc1ccc(F)cc1F
(50) CCC(=O)N1CCc2cc(S(=O)(=O)NCCN3CCCCC3CC)ccc21 (stereo not given)
(51) C=CCOc1cccc(C2/C(=C(/O)c3ccc(C)cc3)C(=O)C(=O)N2CCN2CCOCC2)c1 (stereo not given)
(52) Cc1cccc(OC(C)C(=O)N/N=C\c2ccncc2)c1 (stereo not given)

Compound | 41 | 42 | 43 | 44 | 45 | 46 | 47 | 48 | 49 | 50 | 51 | 52
Runt-CBFb FRET | -3 | 1 | -1 | -1 | 0 | 0 | -1 | -6 | 0 | 2 | 0 | 1
Tb hexokinase | 7 | 7 | -6 | 1 | 12 | 2 | -1 | 3 | 2 | 2 | -30 | -6
14-3-3 Bad PPI | 4 | -8[fluorescence artefact?] | 10 | 41 | -12 | 7 | -3 | 0 | -3 | 11[fluorescence artefact?] | -6 | 2
Hck Nef HTS | 8 | -25 | 25 | 18 | 7 | -3 | 19 | -7 | 2 | 1 | 1 | 12
NCF1 inh | x | -2 | -12 | 2 | -2 | 12 | -3 | -10 | 6 | -11 | -8 | x
MDM2 E3 inh | x | -11 | -6 | -3 | -9 | -24 | -1 | x | -7 | -15 | -1 | -5
zVAD death inh | 0.9 | 0.2 | 1.2 | -0.5 | 101* | -0.5 | -0.1 | -0.6 | 0.9 | 0.5 | 1.1 | -0.6
Runt-SMMHC FRET | -3 | -3 | -3 | 1 | 1 | -2 | 3 | -8 | 1 | 0 | -2 | -4
EBV gp42 block | 4 | -4 | 3 | -20 | -11 | -6 | 4 | -11 | -13 | -10 | -14 | -6
